Screening data as filed in PubChem.
TRPML3 agonist: activates the human TRPML3 channel; activation, % at 3 µM; AID 1448; HEK293 TRPML3-YFP, Fluo-8 calcium fluorescence; 100% = the carbachol control signal; 0.29% of 220,000 active; Q8TDD5;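 active means activation above its plate's cutoff, the mean activation of the plate's test wells plus 3 SD, cut at about 12% in these data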;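 further: 0% = DMSO only wells and 100% = carbachol wells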
Target sequence (Q8TDD5 whole entry, looked up): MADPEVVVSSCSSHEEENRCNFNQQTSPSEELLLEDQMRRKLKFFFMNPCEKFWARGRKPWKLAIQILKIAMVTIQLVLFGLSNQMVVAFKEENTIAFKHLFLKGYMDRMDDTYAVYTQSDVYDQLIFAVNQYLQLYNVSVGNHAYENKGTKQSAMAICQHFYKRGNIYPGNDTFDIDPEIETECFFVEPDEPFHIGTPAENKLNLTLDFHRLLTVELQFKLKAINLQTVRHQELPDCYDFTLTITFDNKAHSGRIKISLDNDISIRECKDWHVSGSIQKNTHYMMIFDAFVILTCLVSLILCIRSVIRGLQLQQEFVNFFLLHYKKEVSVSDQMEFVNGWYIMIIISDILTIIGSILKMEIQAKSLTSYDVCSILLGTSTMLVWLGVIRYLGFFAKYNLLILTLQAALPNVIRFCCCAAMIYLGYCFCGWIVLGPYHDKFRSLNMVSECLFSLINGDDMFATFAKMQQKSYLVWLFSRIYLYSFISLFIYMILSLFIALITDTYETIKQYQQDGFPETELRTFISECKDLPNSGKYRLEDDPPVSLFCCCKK
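Material: TRPML3-YFP stable HEK293 cells | Dosing: One concentration, 3 µM nominal, 0.3% DMSO | Timing: 125 s total fluorescence read per well | Technique: Fluo-8 calcium dye fluorescence, ex 470-495, em 515-575 nm | Measure: Percent activation from peak-to-basal fluorescence ratio, scaled between DMSO and carbachol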
EBV gp42 inh: blocks Epstein-Barr virus glycoprotein 42 binding | Q1HVG2 | Fluorescence polarization binding assay, mP read-out | inhibition, % (tested at 21.74 µM) | 0.42% of 220,000 active; in the data active means inhibition above about 50%
Target sequence (Q1HVG2 whole entry, looked up): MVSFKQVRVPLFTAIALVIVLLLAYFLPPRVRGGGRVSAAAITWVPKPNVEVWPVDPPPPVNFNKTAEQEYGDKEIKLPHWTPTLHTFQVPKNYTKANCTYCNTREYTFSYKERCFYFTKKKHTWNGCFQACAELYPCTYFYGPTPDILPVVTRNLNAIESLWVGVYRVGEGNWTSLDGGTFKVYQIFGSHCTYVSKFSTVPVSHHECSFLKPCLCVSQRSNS
TbHK1 inh: T. brucei hexokinase 1 inhibition | recombinant TbHK1, G6PDH-coupled NADH A340 | inhibition, % at 10 µM | 0.11% of 220,000 active;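 active means inhibition of 50% or more in the single-dose primary screen; inactive means inhibition below 50%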
TRPN1 ag: activates the zebrafish TRPN1 channel; HEK293 zebrafish TRPN1-YFP, Fluo-8 calcium fluorescence; 100% = response to 87 µM carbachol; activation, % at 3 µM; 0.18% of 220,000 active; AID 1424;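 active means activation above its plate's cutoff, the mean activation of test wells on that plate plus 3 SD, cut at about 19% in these data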;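 further: 0% = DMSO alone and 100% = 87 µM carbachol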
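Material – zebrafish TRPN1-YFP in HEK293 cells · Doses – 3 µM single point · Schedule – dye 1 h 37 °C plus 30 min RT · Signal – Fluo-8 calcium fluorescence, excitation 470-495 nm, emission 515-575 nm · Read-out – % activation versus carbachol response · Control set – carbachol high, DMSO low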
PPC-1+TRAIL kill: PPC-1 cancer cell killing with TRAIL present. PPC-1 cells + TRAIL, ATPLite viability luminescence. cell killing (% activity), % at 4 µM. 0.41% of 220,000 active;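 active means cell killing above 50% in the first pass at 4 µM, then a duplicate retest at 5 µM averaging 50% or more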;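 further: plate controls were cells with TRAIL plus DMSO for no effect and medium-only wells lacking cells for full effect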
Thrombin inh: thrombin (human) inhibition. inhibition, % at 5 µM. P00734. alpha-thrombin, Boc-VPR-AMC fluorogenic substrate cleavage. 0.26% of 220,000 active;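 active means inhibition at or above 40%; inactive means inhibition below 40%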;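 further: 0% = enzyme with no compound and 100% = wells without enzyme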
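Material: human alpha-thrombin protein. Incubation: reaction at ambient temperature. Technique: fluorescence of released AMC, ex 355 nm, em 460 nm. Control set: no-compound enzyme wells and no-enzyme blanks. Also added: Boc-VPR-AMC substrate, 15 µM final. Buffer or medium: pH 7.5 Tris (50 mM) with NaCl 150 mM, Tween 20 0.05%.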
Cl transport mod: KCC2 (human) Cl- transport modulation | KCC2 cells, thallium flux FluoZin-2 fluorescence | B-score of Tl+ flux slope (higher = more flux/activation; lower = inhibition) at 10 µM | 2.2% of 190,000 active;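 active means thallium flux slope and its plate-corrected score both differing from the plate sample mean at a set confidence after two filtering rounds, in either direction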;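 further: slope of fluorescence scaled to starting intensity during 10 to 20 s after thallium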
m-calpain inh: calpain II (pig) inhibition | purified calpain II, fluorogenic peptide substrate, 30 min | AID 1236 | 0.37% of 220,000 active | inhibition, % at 16 µM;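 active means inhibition above about 50%, limit read from the data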
Furin inhibitor: blocks human furin protease activity; P09958; purified furin, fluorogenic substrate cleavage; inhibition, % at 30 µM; 0.061% of 220,000 active; in the data active means inhibition above about 25%; further: inactives centre near -15
* marks the source's active call; other numbers are inactive results; i = inactive; / = not tested or not shown; [ ] = remark or other dose.

SMILES	TRPML3 agonist	EBV gp42 inh	TbHK1 inh	TRPN1 ag	PPC-1+TRAIL kill	Thrombin inh	Cl transport mod	m-calpain inh	Furin inhibitor
Cc1cccc(N2CCN(S(=O)(=O)c3cnc[nH]3)CC2)c1C	0.2	-15	0	1.4	-3	-6	-1.1	29	-18
Cc1cc(C)n(S(=O)(=O)c2cc(C(=O)O)c(Cl)cc2Cl)n1	0.4	/	-1	0.1	26	/	-0.34	/	-8[20 µM]
O=C(CN1C(=O)NC2(CCCC2)C1=O)Nc1ccc(F)cc1	0.6	-4	-3	-0.2	25	0	-0.21	-57	-13[20 µM]
Cc1nn(Cc2ccccc2)c(C)c1NC(=O)c1cc2nc(-c3ccco3)cc(C(F)(F)F)n2n1	-0.6	2	-14	-0.7	12	-1	-1.7	-181	-18
CC(Cc1ccccc1)NC(=O)CSc1nc2nc3c(cc2c(=O)n1-c1ccccc1)COC(C)(C)C3 (stereo not drawn)	-0.5	-11	-12	-1.2	10	-2	0.11	-12	-15[20 µM]
Cc1cc(-c2sccc2Br)nc(-n2cccc2)n1	0.4	10	-2	0.4	22	-9	-0.36	12	-16
Cc1ccc2nc(SCC(=O)NC3CCCc4ccccc43)[nH]c2c1 (stereo not drawn)	-1.2	-10	2	0.1	-10	-2	-0.04	3	-20
CCCCn1c(N)c(C(=S)NC(=O)CC(C)C)c(=O)n(C)c1=O	0.3	4	38	2.2	-4	-2	24*	21	-4
Cc1cccc(C(=O)Nc2cccc(C(=O)N/N=C/c3ccncc3)c2)c1	0.0	-21	-7	0.2	11	-1	0.56	-3	11
Cc1nc(-c2ccccc2)sc1-c1nc(-c2cccnc2)ncc1S(=O)(=O)c1ccccc1	0.1	10	-19	0.7	-4	-2	/	25	-2
O=C1CC(c2ccccc2)C(=O)N1c1cccc(O)c1 (stereo not drawn)	-0.9	3	4	-0.3	1	-2	-0.87	3	-25[20 µM]
Cc1ccc(CSCC(N)C(=O)O)cc1 (stereo not drawn)	2.5	-18	2	-0.1	17	-3	0.44	29	-22
CCOc1ccc(C=O)cc1CN1CCCCC1	0.7	-6	-2	-0.8	27	-1	0.28	-26	-21[20 µM]
CC1CN(c2ccc([N+](=O)[O-])cc2C#N)CC(C)O1 (stereo not drawn)	0.8	-3	-11	2.0	9	-3	-0.22	-37	-26
O=C(NCC1CCCO1)C(=Cc1cccc([N+](=O)[O-])c1)C(=O)NCC1CCCO1 (stereo not drawn)	-0.3	-6	-3	5.1	13	3	2	26	-4
S=c1[nH]nc(-c2ccncc2)n1/N=C/C(Cl)=C\c1ccccc1	0.8	-19	-18	1.4	31	5	2	4	-15
CON/C=C(\C=Nc1ccc(C(F)(F)F)cc1)c1ncc(C(F)(F)F)cc1Cl	0.5	-15	5	-0.9	-14	-3	-0.55	6	3[20 µM]
COC(=O)c1ccc(NC(=O)CCN2C(=O)CSC2=O)cc1	1.1	2	-1	-0.9	-1	1	-1	-1	-21
CC1CCN(C(=O)c2ccc(N(C)S(C)(=O)=O)cc2)CC1	-0.4	-9	-1	1.1	10	-12	0.039	-19	-19[20 µM]
COc1ccc(-c2nn(-c3ccccc3)cc2/C=C/C(=O)O)cc1[N+](=O)[O-]	0.1	4	-9	-0.4	-2	6	-1.5	37	-8
COc1ccc(C(=O)[C@H]2[C@H]3C(=O)N(c4ccc(C)cc4)C(=O)[C@H]3C3C=CC=NN32)cc1 (stereo partly drawn)	0.7	-20	-8	0.1	1	0	0.34	-30	-13
O=C(c1ccccc1)N1CCN(c2ccc([N+](=O)[O-])c(NCC3CCCO3)c2)CC1 (stereo not drawn)	0.3	6	-9	-0.7	-7	-4	-0.69	-5	5
Cc1ccnc(NC(=O)COC(=O)C2COc3ccccc3O2)n1 (stereo not drawn)	0.0	-22	-5	-0.7	7	-2	/	-48	-27
O=C(CN1CCOCC1)Nc1ccccc1	0.5	-18	-8	-0.1	1	-11	/	-2	-25[20 µM]
COc1cccc(C(=O)Nc2c(C)nn(-c3ccccc3)c2C)c1	0.1	8	6	-0.2	0	-4	-0.023	13	-15
O=C(O)C1CCCCC1C(=O)Nc1cccc(C(=O)N2CCCCC2)c1 (stereo not drawn)	0.5	-5	-2	-0.7	-11	-22	-0.69	-38	-17[20 µM]
Cc1ccc(-c2nc(CSCC(=O)N3CCN(c4ccccn4)CC3)c(C)o2)cc1	3.2	-5	4	6.2	28	-9	-1.7	-1	-26
COc1ccc(C(=O)NCCN2C(=O)S/C(=C\c3cccnc3)C2=O)cc1[N+](=O)[O-]	0.1	-25	-65	1.0	3	2	-2.8	7	-2
CC12CCC(C(=O)NNc3ccc([N+](=O)[O-])cc3)(OC1=O)C2(C)C (stereo not drawn)	1.0	-8	-32	4.0	14	-3	0.051	33	-6
CSc1cccc(NC(=S)N2CCC(N(C)C(C)C)CC2)c1	0.6	-9	-1	0.8	4	-4	-0.061	18	-5
Cc1sc(NC(=O)c2ccco2)c(C(c2cccnc2)N2CCN(C)CC2)c1C (stereo not drawn)	0.8	5	-28	-0.2	-4	2	0.85	13	-21[20 µM]
C=C1N(c2ccccc2)C(=O)OC1(C)C	1.2	-17	-2	0.5	0	-8	-0.45	-10	-13
COc1ccccc1CNC(=O)CCS(=O)(=O)c1ccc2c(c1)CCCN2C(C)=O	0.5	-16	-2	-0.1	10	-3	-1.1	17	-21
CC(C)OC(=O)c1cc(C(=O)c2cc(Br)ccc2O)coc1=N	-1.0	-15	-10	-0.1	11	0	-1.3	-45	-7
O=C(NC1CC2CCCC(C1)N2C(=O)Nc1ccc(Cl)c(C(F)(F)F)c1)C1CC1 (stereo not drawn)	0.7	0	-4	1.4	8	-5	-1.1	2	-19[20 µM]
CCC1Oc2ccccc2N(CC(=O)Nc2ccc3c(c2)OCCO3)C1=O (stereo not drawn)	-0.9	-5	-4	0.6	24	-10	2.5	-3	-12[20 µM]
COc1ccc(OC)c(NS(=O)(=O)c2ccc(NC(C)=O)cc2)c1	1.0	-7	-12	1.3	7	-1	/	-32	-16[20 µM]
Cc1ccc(N/C(N)=N/c2nc(CSc3ccccn3)cc(=O)[nH]2)c(C)c1	-0.2	-7	6	0.5	27	2	-0.6	4	-23
O=C(CSC1=Nc2ccccc2C2=NC(Cc3c[nH]c4ccccc34)C(=O)N12)NC1CCCCC1 (stereo not drawn)	-0.3	-17	-14	-0.9	2	20	-1.9	-45	-8[20 µM]
CC(=O)Nc1ccc(NC(=S)NC(=O)c2ccc([N+](=O)[O-])c(C)c2)cc1	1.6	-20	-5	3.6	8	-5	-0.0084	-31	-10
O=c1c2ccccc2nc(SCc2cc([N+](=O)[O-])cc3c2OCOC3)n1-c1ccccc1	-0.5	-15	1	0.1	15	-2	0.98	13	-6
O=C(NN1C(=O)C2C(C1=O)C1C=CC2C12CC2)c1ccccc1Cl (stereo not drawn)	-0.3	-10	1	0.8	15	4	0.72	16	-8
COc1ccccc1NC(=O)C(C)NS(=O)(=O)c1ccc(Cl)cc1 (stereo not drawn)	-0.5	-22	0	-0.1	30	1	-0.42	2	-21
Cc1cccc(N2CCN(C(=O)/C=C/c3ccco3)CC2)c1C	0.6	-3	-4	-0.8	2	-1	-1.6	13	-23
Cc1nc(-c2ccc(Cl)cc2)sc1C1(C)CC(c2ccc(OC(F)(F)F)cc2)=NO1 (stereo not drawn)	/	1	-4	/	-1	-5	0.38	23	-11
CCc1ccc(CCN2C(=O)c3ccccc3C2=O)nc1	0.3	-9	-7	0.4	-9	-7	-0.18	7	-7
CC(Oc1ccc(Cl)cc1)C(=O)Nc1nccs1 (stereo not drawn)	-0.5	-11	2	-0.1	9	5	0.85	9	-5
COc1ccc(-n2cnc3cc(NS(=O)(=O)c4ccccc4)ccc32)cc1	-1.1	7	-4	-1.2	-7	19	/	29	-20[20 µM]

Results in Cl transport mod, for 3 of the compounds above:
smiles,Cl transport mod
O=c1c2ccccc2nc(SCc2cc([N+](=O)[O-])cc3c2OCOC3)n1-c1ccccc1,0.98
O=C(NN1C(=O)C2C(C1=O)C1C=CC2C12CC2)c1ccccc1Cl (stereo not drawn),0.72
COc1ccccc1NC(=O)C(C)NS(=O)(=O)c1ccc(Cl)cc1 (stereo not drawn),-0.42

The list continues.
SMILES	TRPML3 agonist	EBV gp42 inh	TbHK1 inh	TRPN1 ag	PPC-1+TRAIL kill	Thrombin inh	Cl transport mod	m-calpain inh	Furin inhibitor
COc1cc(NS(=O)(=O)c2ccc(N/C=C(\C#N)c3nc4cc(Cl)ccc4o3)cc2)nc(OC)n1	0.3	-12	-45	0.3	-1	-1	-0.11	-24	1[20 µM]
CC(C)C[C@H](NC(=O)Nc1ccccc1F)C(=O)O	0.1	-13	3	-0.5	3	-2	-0.031	-16	-3[20 µM]
Cc1ccc(S(=O)(=O)c2c(N)n(NC(=O)c3ccccc3C)c3nc4ccccc4nc23)cc1	0.0	12	-25	0.0	9	-4	-0.83	i	0[20 µM]
O=C(CSc1nc2ccccc2c(=O)n1-c1ccc(F)cc1)Nc1cc(S(=O)(=O)N2CCOCC2)ccc1Cl	1.0	-20	-4	2.0	15	-2	-0.66	-61	-9
Cc1onc(-c2c(Cl)cccc2Cl)c1NC(=O)N1CCSCC1	0.4	2	2	-0.5	8	-7	0.2	-5	-24
COc1cc(N(C)C)c([N+](=O)[O-])cc1C(=O)N1CCOCC1	0.5	-8	-8	0.6	2	0	0.2	-19	-11
Cc1cc(C)n(C(=O)CNC(=O)CCc2ccccc2)n1	-0.7	3	-3	0.5	14	-1	/	-18	-4
CCOc1cc(C2C(C(C)=O)=C(O)C(=O)N2CCc2c[nH]c3ccccc23)ccc1O (stereo not drawn)	0.5	-8	-20	0.8	10	/	0.65	-85	-9
O=S(=O)(c1ccc(Cl)cc1)N1CCC2(CC1)CO2	-0.1	-28	4	1.0	16	-8	-0.83	0	-16
CCCCCC(=O)Nc1ccc2oc(-c3ccncc3)nc2c1	0.4	-19	-16	1.7	5	-5	/	-308	-3
Cc1onc(-c2ccccc2Cl)c1C(=O)OCC(=O)c1ccccc1	0.0	8	1	-0.6	6	-5	0.82	-9	-16[20 µM]
Cc1cccc(-c2nnc(SCc3ccc(C#N)cc3)n2Cc2ccco2)c1	-1.2	-9	-1	-2.0	-2	-3	-2.2	10	-5[20 µM]
Cc1ccc2[nH]c(C)c(CCNC(=O)NC3CCCCC3)c2c1	-0.1	-13	-2	-0.3	-6	-2	0.0003	-2	-28
CCn1cc(C(=O)NCCCOC)c(=O)c2cc(S(=O)(=O)N(C)C3CCCCC3)ccc21	0.4	-4	-15	0.7	-4	-3	-0.32	-30	-9

Structures from the list above that have two or more sulfur atoms:
SMILES	TRPML3 agonist	EBV gp42 inh	TbHK1 inh	TRPN1 ag	PPC-1+TRAIL kill	Thrombin inh	Cl transport mod	m-calpain inh	Furin inhibitor
Cc1nc(-c2ccccc2)sc1-c1nc(-c2cccnc2)ncc1S(=O)(=O)c1ccccc1	0.1	10	-19	0.7	-4	-2	/	25	-2
CSc1cccc(NC(=S)N2CCC(N(C)C(C)C)CC2)c1	0.6	-9	-1	0.8	4	-4	-0.061	18	-5
O=C(CSc1nc2ccccc2c(=O)n1-c1ccc(F)cc1)Nc1cc(S(=O)(=O)N2CCOCC2)ccc1Cl	1.0	-20	-4	2.0	15	-2	-0.66	-61	-9
